# Bioassay records as filed in PubChem BioAssay.
# Tn6 DDE FP = disrupts Tn6 cyclic peptide binding to fibrin D-Dimer-E complex; Fibrin DD(E) TRITC-Tn6 fluorescence polarization displacement; inhibition, % at 8.3 µM; hit rate 0.21% among 370,000;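 active = inhibition above a per-campaign cutoff: mean of compounds within control limits plus 3 SD, cut at about 15% in these data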;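 note: 0% = median of all compound wells on the plate and 100% = blocking peptide control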
# proKLK7 act = activates the human kallikrein-7 zymogen. hit rate 0.9% among 370,000. activation, % at 7 µM. purified proKLK7, EDANS-DABCYL substrate fluorescence; 100% is mature enzyme control, 0% vehicle. P49862;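 active = activation above the mean of all tested compounds plus 3 SD, computed per campaign excluding outliers beyond control limits, cut at about 13% in these data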
# Target sequence (P49862 whole entry, looked up): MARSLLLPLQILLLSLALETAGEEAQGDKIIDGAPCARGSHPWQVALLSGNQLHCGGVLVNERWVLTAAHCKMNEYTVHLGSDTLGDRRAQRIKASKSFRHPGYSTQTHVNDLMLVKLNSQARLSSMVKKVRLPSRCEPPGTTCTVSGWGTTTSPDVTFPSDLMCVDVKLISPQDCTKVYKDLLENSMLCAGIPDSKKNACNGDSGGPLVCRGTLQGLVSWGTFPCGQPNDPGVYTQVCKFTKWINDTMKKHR
# Tn7 DDE FP = inhibitors of Tn7 peptide binding to human fibrin DD(E) | P02675 | FP displacement of FITC-Tn7 peptide from fibrin DD(E); 0% = median of compound wells per plate | inhibition, % at 8.3 µM | hit rate 0.13% among 370,000 | AID 720508;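 active = inhibition above the mean of compounds falling within the control limits plus 3 SD of them, cut at about 14% in these data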;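 note: 0% = plate median of compound wells and 100% = 10 µM Aha-Tn7 peptide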
#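 Assay system: Human clot-derived fibrin DD(E) complex | Buffer or medium: Tris/NaCl/CaCl2 buffer, pH 7.8 | Repeats: One replicate per compound | Benchmarks: Aha-Tn7 high control | Measure: % inhibition scaled between sample-field median and high-control FP | Schedule: 10 min plus 3 h, room temperature | Signal: Fluorescence polarization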
# PRMT1 FP inh = blocks human protein arginine methyltransferase 1; hit rate 1.3% among 370,000; AID 652257; recombinant PRMT1, activity-based probe fluorescence polarization; inhibition, % at 2.79 µM; Q99873;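 active = inhibition above about 21% made by adding two undisclosed values, limit read from the data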
# TDP2 inh = blocks human TDP2 phosphodiesterase activity. inhibition, % at 12.8 µM. recombinant TDP2, T5PNP hydrolysis, p-nitrophenol absorbance 415 nm. O95551. hit rate 0.34% among 370,000. AID 720702;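 active = inhibition above the mean of all tested compounds plus 3 SD, set per campaign, cut at about 25% in these data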;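 note: 0% = DMSO with enzyme and 100% = buffer with substrate but no TDP2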
#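 Assay system: recombinant human TDP2 / Reagent: T5PNP substrate at 5 mM, a TopII-DNA adduct mimic / Measured by: epi absorbance from released p-nitrophenol / Evaluation: % inhibition relative to enzyme-containing and enzyme-free wells / Control set: enzyme-free and DMSO wells / Replicates: each compound tested once, singlicate / Schedule: enzyme reaction with compound for 2 h at 37 °C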
# UHRF1 binding = human UHRF1 methylated DNA binding inhibitors | Q96T88 | UHRF1 binding to methylated oligo, TR-FRET | inhibition, % at 4.4 µM | hit rate 0.75% among 370,000; in the data active = inhibition above about 21%;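 note: UHRF1 SRA domain binding a hemimethylated CpG hairpin DNA probe; 0% = median of test compound wells and 100% = reference inhibitor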
# Target sequence (Q96T88 whole entry, looked up, the tested form may be a part): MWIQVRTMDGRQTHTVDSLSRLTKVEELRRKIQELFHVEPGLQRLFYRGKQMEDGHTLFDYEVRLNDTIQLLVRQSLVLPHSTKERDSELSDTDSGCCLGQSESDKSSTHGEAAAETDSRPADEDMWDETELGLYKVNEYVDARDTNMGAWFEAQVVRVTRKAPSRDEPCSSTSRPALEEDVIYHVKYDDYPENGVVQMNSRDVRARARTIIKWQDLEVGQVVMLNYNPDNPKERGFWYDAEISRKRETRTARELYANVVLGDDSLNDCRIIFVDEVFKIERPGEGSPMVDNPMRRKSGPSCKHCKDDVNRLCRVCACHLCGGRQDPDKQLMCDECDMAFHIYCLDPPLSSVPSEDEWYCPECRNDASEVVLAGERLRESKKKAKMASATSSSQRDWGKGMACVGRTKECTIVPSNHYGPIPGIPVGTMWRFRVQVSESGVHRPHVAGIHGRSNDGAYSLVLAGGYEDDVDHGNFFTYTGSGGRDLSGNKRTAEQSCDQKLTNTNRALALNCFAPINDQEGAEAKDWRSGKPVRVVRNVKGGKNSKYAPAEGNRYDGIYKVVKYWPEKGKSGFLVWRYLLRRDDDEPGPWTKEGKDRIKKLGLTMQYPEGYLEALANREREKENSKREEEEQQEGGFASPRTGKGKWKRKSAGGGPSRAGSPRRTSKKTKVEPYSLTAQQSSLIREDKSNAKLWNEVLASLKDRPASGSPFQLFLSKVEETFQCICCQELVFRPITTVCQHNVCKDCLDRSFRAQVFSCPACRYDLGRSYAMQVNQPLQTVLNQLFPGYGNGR
# SIAE primary = human SIAE inhibition, primary screen | SIAE FP-Rh probe binding, fluorescence polarization | inhibition, % at 9.66 µM | hit rate 0.69% among 370,000;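 active = inhibition above a cutoff: mean of compounds within the control limits plus 3 SD of those, cut at about 17% in these data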;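 note: 0% = plate median of compound wells and 100% = probe without SIAE protein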
# MBD2 inh = MBD2-methylated oligo binding inhibition | Q9UBB5 | TR-FRET, MBD2 binding to methylated oligonucleotide | inhibition, % at 4.4 µM | hit rate 0.31% among 370,000 | AID 686964; in the data active = inhibition above about 13%
# TCR CD3 inh = inhibitors of human TCR-CD3 interaction | hit rate 0.37% among 360,000 | inhibition, % at 9.4 µM | TAMRA-labeled TCR probe fluorescence, biochemical; in the data active = inhibition above about 19%;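 note: recombinant mutant TCR 2C K166C tagged with TAMRA read by polarization; 0% = receptor in buffer alone and 100% = receptor with positive control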
# LEDGF integ inh = blocks HIV-1 LEDGF/p75-dependent DNA integration; TR-FRET IN-LEDGF/p75 DNA integration, Eu/Cy5; hit rate 0.64% among 370,000; inhibition, % at 3.7 µM; AID 743269;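 active = inhibition above the screen-wide mean plus 3 SD, cut at about 13% in these data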;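 note: signal is the Cy5 over europium emission ratio at 671 and 618 nm; 0% = plate median of compound wells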
# * marks the source's active call; other numbers are inactive results; nt = no result given.
SMILES	Tn6 DDE FP	proKLK7 act	Tn7 DDE FP	PRMT1 FP inh	TDP2 inh	UHRF1 binding	SIAE primary	MBD2 inh	TCR CD3 inh	LEDGF integ inh
Cc1nn(Cc2ccc(Cl)cc2Cl)c(C)c1NC(=O)NC12CC3CC(CC(C3)C1)C2	6	1.1	0	0	-7	2	-4	3	-8	0
Cc1ccc(NC(=O)/C(C#N)=N/Nc2ccc(C(=O)O)cc2)c(C)c1	2	0.2	0	0	2	-3	1	-1	0	2
CSCCC(NC(=O)c1ccc(Cl)cc1Cl)C(=O)NCc1ccncc1 (stereo not given)	-6	-0.3	0	2	23	0	-2	3	-3	1
O=C(CN(C(=O)CNC(=O)c1cccs1)c1cccc(F)c1)NC1CCCCC1	-4	0.1	-5	-1	0	1	5	6	-8	-5
CCOC(=O)C(=O)N(C)c1c(CC)nc2c(OCCC3CCCCC3)cccn12	10	0.5	-6	3	2	0	-1	-3	9	-2
Cn1c(SCC(=O)Nc2ccccc2Br)nnc1-c1cnccn1	4	0.7	-7	4	-6	0	5	-2	-3	0
CCOC(=O)CCc1c(C)nc(SCC(=O)O)c(C#N)c1C	10	-0.3	3	3	8	-1	2	-1	-3	2
O=C(/C=C/c1cccc(Cl)c1Cl)OCC(=O)N1CCOCC1	3	0.5	4	-1	1	-2	-1	-4	7	-1
Cc1ccc(N=C(N)N=C(N)N)cc1	-7	0.8	1	-4	8	14	-2	5	-10	-4
Cc1ccc(S(=O)(=O)NCCC(=O)Nc2ccncc2)cc1C	-3	0.3	2	-4	3	0	1	-4	6	3
COC(=O)Cn1nnc(-c2cccc(OC)c2)n1	-4	-0.5	3	5	13	4	3	4	-2	-2
O=C(CNC(=O)C(c1ccccc1)c1ccccc1)N/N=C/c1cccnc1	5	-0.5	5	-2	-7	-3	0	-4	16	-2
C#Cc1ccc([C@H]2C=C(C(=O)N3CCN(Cc4ccccc4)CC3)O[C@@H](OCC)[C@@H]2CCCO)cc1	7	-0.2	-4	-1	4	-3	2	0	-1	0
Cc1cccc(NC(=O)CNC(=O)CN2C(=O)NC3(CCc4ccccc43)C2=O)c1C (stereo not given)	-11	-0.2	-4	-2	4	-1	-5	-4	9	2
CN(CC(=O)Nc1ccccc1N1CCOCC1)CC(=O)Nc1ccc(F)c(F)c1F	-1	-0.1	0	-5	0	-4	0	-1	5	-1
CCOC(=O)c1nnn(-c2nonc2-n2cccc2)c1C	4	0.1	-5	-1	2	2	-2	0	-1	0
S=C(Nc1ccccc1I)OC1CCC12CCC(c1ccccc1)CC2 (stereo not given)	2	nt	-9	-5	-10	3	-1	-2	nt	0
CCOC(=O)[C@@]12CCC3=C1N(CCC3)C(=O)[C@H](CC(=O)N1CCOCC1)C2	4	0.3	10	4	11	2	0	4	nt	0
CS(=O)(=O)c1ccc(C(=O)NNC(=O)c2cc(-c3ccccc3)n[nH]2)cc1	-4	-0.4	4	24*	11	-1	4	-4	4	0
CCn1c2ccccc2c2nnc(SCC(=O)Nc3ncccn3)nc21	-1	-0.4	-11	-3	1	-2	4	-3	5	-3
O=C(Nc1ccc(S(=O)(=O)N2CCc3ccccc32)cc1)C(F)(F)F	-7	-0.8	-9	-1	-14	3	-3	-1	0	5
O=C(CCC1CCCCC1)Nc1cccnc1	6	0.2	3	1	-3	2	3	2	0	2
Cc1ccc(C2=NOC(C)(c3nnc(-c4cccc(Cl)c4)o3)C2)cc1 (stereo not given)	-7	-0.2	-4	-3	-9	0	0	0	0	-1
COc1cc(C(=O)O/N=C2/C=C(C)C(=O)C=C2C)cc(OC)c1OC	3	0.5	4	1	8	-2	6	0	-2	-1
COc1cc(NC(=O)C2CC2)c(C(=O)O)cc1OC	-3	-0.1	-3	4	3	2	-6	-5	3	-4

# Structures listed above marked active in PRMT1 FP inh:
SMILES	Tn6 DDE FP	proKLK7 act	Tn7 DDE FP	PRMT1 FP inh	TDP2 inh	UHRF1 binding	SIAE primary	MBD2 inh	TCR CD3 inh	LEDGF integ inh
CS(=O)(=O)c1ccc(C(=O)NNC(=O)c2cc(-c3ccccc3)n[nH]2)cc1	-4	-0.4	4	24*	11	-1	4	-4	4	0

# (more compounds)
SMILES	Tn6 DDE FP	proKLK7 act	Tn7 DDE FP	PRMT1 FP inh	TDP2 inh	UHRF1 binding	SIAE primary	MBD2 inh	TCR CD3 inh	LEDGF integ inh
COc1ccc(C(=O)COC(=O)c2cncc(Br)c2)cc1	-6	-0.4	-1	7	0	0	2	6	-12	-6
CCn1nc(C(=O)NCc2nnc3ccccn23)c2ccccc2c1=O	5	-0.5	4	3	-9	-1	4	3	-1	0
COc1ccc([C@@H]2[C@@H]3C(=O)N(C(C)(C)C)C(=O)[C@@H]3[C@]3(C)C(=O)N(c4cccc(C)c4)C(=O)N23)cc1	0	0.2	-1	2	9	3	3	-4	-5	-1
CC1CCN(c2ccc([N+](=O)[O-])cc2C(N)=O)CC1	-3	-0.1	7	1	1	1	-2	-3	-6	-8
CCOc1ccc(NC(=O)c2cccc(OC(=S)N3CCC(C)CC3)c2)cc1	-2	-0.2	-10	-1	-9	-2	-10	-2	8	0
CCC(C)NC(=O)C1CCCN(C(=O)Nc2ccc(F)cc2)C1 (stereo not given)	-4	-1.0	-1	-2	1	0	-7	-1	-2	1
COc1ccc(C(=O)Cn2c(NCCCO)nc3ccccc32)cc1OC	0	0.4	3	48*	8	0	12	-2	0	0
COc1cnc(SC)nc1Nc1ccc(C#N)cc1	-1	1.8	0	10	-4	0	-9	7	6	-1
CCOc1ccc(S(=O)(=O)Nc2ccc3c(c2)n(C)c(=O)n3C)cc1	0	-0.3	6	0	8	-1	5	-1	6	1
O=C(CCS(=O)(=O)Cc1ccccc1)Nc1nncs1	1	-0.6	2	-3	-14	1	5	5	3	2
CCN(C(=O)COC(=O)/C(C#N)=C/c1cc(C)n(CCOC)c1C)c1c(N)n(Cc2ccccc2)c(=O)[nH]c1=O	1	-3.9	6	-2	-7	-1	2	-4	-2	2
CCn1c(COc2ccc(C)cc2)nc2ccccc21	9	0.0	-1	0	17	-1	0	-5	7	2
COc1ccc(CNc2nc(-c3ccccc3)nn2C(=O)c2cccs2)cc1	1	2.9	8	-2	1	12	-6	3	7	0
COc1ccc(C(C)(NC(C)=O)c2nc(-c3cccnc3)cs2)cc1 (stereo not given)	4	-0.4	3	-2	0	-1	-2	-1	4	0
CC1CCc2[nH]c3ccc(C(=O)N(C)CC(=O)Nc4ccc(F)cc4)cc3c2C1 (stereo not given)	-7	2.7	1	3	-4	0	7	0	-4	-5
O=C(C(=Cc1ccccc1)c1ccccc1)c1ccccc1	10	-0.1	16*	2	5	-3	2	0	0	0
CCc1ccc(N(CC(=O)Nc2ccc(OC)cc2OC)S(C)(=O)=O)cc1	-3	-0.5	0	-1	3	1	-6	-2	-1	-1
Cc1ccc(C)c2nc(SCC(=O)N3CCCc4ccccc43)c(C#N)cc12	-11	0.5	-8	-1	-12	0	9	-5	5	-1
Cc1csc(NC(=O)CNS(=O)(=O)c2cccs2)n1	-2	-0.1	-6	0	1	0	0	5	3	0
O=S(NCc1ccccc1)C12CC3CC(CC(C3)C1)C2 (stereo not given)	3	0.6	1	3	2	-1	-2	0	2	-1
Oc1cccc(-n2nnnc2SCc2ccccc2F)c1	-3	-0.3	-3	12	-18	2	-3	9	-1	-5
COc1ccccc1NC(=S)N1CCC(NC(=O)c2ccco2)CC1	3	-0.5	3	-4	1	0	3	0	2	1
CCOc1ccc(S(=O)(=O)NCCC(=O)NC(C)CCc2ccccc2)cc1 (stereo not given)	-1	-0.6	1	-1	-2	0	3	2	-2	1
COc1ccc(NC(=O)CN(C)C(=O)c2sc3cc(Cl)ccc3c2Cl)cc1	-4	-0.4	-11	1	-2	0	-3	-2	-1	2
COc1cccc(NC(=O)COc2ccc(C(=O)N3CCN(C)CC3)cc2)c1	-2	-0.2	2	3	-6	-1	11	-2	-8	0

# Single values from the entries so far:
# TDP2 inh result of O=C(C(=Cc1ccccc1)c1ccccc1)c1ccccc1 is entered as 5
# SIAE primary result of COc1ccc(CNc2nc(-c3ccccc3)nn2C(=O)c2cccs2)cc1 is entered as -6
# LEDGF integ inh result of Cc1csc(NC(=O)CNS(=O)(=O)c2cccs2)n1 is entered as 0
# UHRF1 binding result of CC1CCc2[nH]c3ccc(C(=O)N(C)CC(=O)Nc4ccc(F)cc4)cc3c2C1 (stereo not given) is entered as 0

# (further entries)
# Short keys: A = Tn6 DDE FP; B = proKLK7 act; C = Tn7 DDE FP; D = PRMT1 FP inh; E = TDP2 inh; F = UHRF1 binding; G = SIAE primary; H = MBD2 inh; I = TCR CD3 inh; J = LEDGF integ inh
SMILES: Cc1cc(-c2nnc(SCC(=O)Nc3ccc(F)c(F)c3)n2N)n[nH]1
  A: 6 | B: -0.2 | C: -1 | D: 1 | E: 8 | F: -2 | G: 3 | H: 2 | I: -8 | J: -1
SMILES: CC(C)Oc1ccc(C(CC(=O)O)NC(=O)Cc2ccc(Cl)cc2)cc1 (stereo not given)
  A: 7 | B: -0.9 | C: 0 | D: -1 | E: -3 | F: 0 | G: 2 | H: 1 | I: 2 | J: 5
SMILES: CC1CN(CCOc2cccc(Oc3ccccc3)c2)CC(C)O1 (stereo not given)
  A: 5 | B: 0.2 | C: 8 | D: 0 | E: 10 | F: 1 | G: -4 | H: -2 | I: 6 | J: -2
SMILES: CCOc1ccc(NC(=O)CSc2nnc(Cn3c(=O)sc4ccccc43)n2C)cc1
  A: 1 | B: -0.3 | C: -2 | D: -7 | E: -7 | F: 2 | G: 3 | H: -7 | I: 1 | J: 1
SMILES: O=S1(=O)CCN(Cc2ccc(Cl)c(Cl)c2)CC1
  A: 4 | B: -0.2 | C: 2 | D: -2 | E: 5 | F: 14 | G: 9 | H: 4 | I: 2 | J: 3

# Three entries from above, field by field.
Cc1cc(-c2nnc(SCC(=O)Nc3ccc(F)c(F)c3)n2N)n[nH]1
  Tn6 DDE FP = 6
  proKLK7 act = -0.2
  Tn7 DDE FP = -1
  PRMT1 FP inh = 1
  TDP2 inh = 8
  UHRF1 binding = -2
  SIAE primary = 3
  MBD2 inh = 2
  TCR CD3 inh = -8
  LEDGF integ inh = -1

CC(C)Oc1ccc(C(CC(=O)O)NC(=O)Cc2ccc(Cl)cc2)cc1 (stereo not given)
  Tn6 DDE FP = 7
  proKLK7 act = -0.9
  Tn7 DDE FP = 0
  PRMT1 FP inh = -1
  TDP2 inh = -3
  UHRF1 binding = 0
  SIAE primary = 2
  MBD2 inh = 1
  TCR CD3 inh = 2
  LEDGF integ inh = 5

CC1CN(CCOc2cccc(Oc3ccccc3)c2)CC(C)O1 (stereo not given)
  Tn6 DDE FP = 5
  proKLK7 act = 0.2
  Tn7 DDE FP = 8
  PRMT1 FP inh = 0
  TDP2 inh = 10
  UHRF1 binding = 1
  SIAE primary = -4
  MBD2 inh = -2
  TCR CD3 inh = 6
  LEDGF integ inh = -2
